Bioassay records: PubChem, Broad Institute
DENV2 CPE rescue = protects cells from dengue virus 2 cytopathic effect; DENV2-infected cells, cytopathic effect rescue, plate reader; CPE inhibition, % at 9.99 µM; 350,000 tested, 1.7% active; AID 651640; in the data active = CPE inhibition above about 20%, passing the limit was not always enough; inconclusive = no clear call, values can overlap the other calls; tested in BHK-21 cells;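 note: 0% = median of neutral control wells and 100% = median of positive control wells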
E-selectin induc = induces E-selectin expression in human endothelial cells; 260,000 tested, 0.37% active; HUVEC E-selectin immunofluorescence imaging; normalized: neutral wells 0, TNF-alpha wells 100; P16581; activation, % at 7.58 µM; AID 686992;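 active = mean E-selectin-positive cell signal at least 10% of the positive control, reached in at least 60% of replicates, without over 20% cell loss; inconclusive = no rule given, readout overlaps actives, possibly toxicity-flagged; inactive = the rest, including those meeting only one limit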;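 note: in these data hits start at about 27%; measured in HUVEC primary endothelial cells; signal is the percent of cells scored E-selectin positive by PE staining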
Target sequence (P16581 whole entry, looked up): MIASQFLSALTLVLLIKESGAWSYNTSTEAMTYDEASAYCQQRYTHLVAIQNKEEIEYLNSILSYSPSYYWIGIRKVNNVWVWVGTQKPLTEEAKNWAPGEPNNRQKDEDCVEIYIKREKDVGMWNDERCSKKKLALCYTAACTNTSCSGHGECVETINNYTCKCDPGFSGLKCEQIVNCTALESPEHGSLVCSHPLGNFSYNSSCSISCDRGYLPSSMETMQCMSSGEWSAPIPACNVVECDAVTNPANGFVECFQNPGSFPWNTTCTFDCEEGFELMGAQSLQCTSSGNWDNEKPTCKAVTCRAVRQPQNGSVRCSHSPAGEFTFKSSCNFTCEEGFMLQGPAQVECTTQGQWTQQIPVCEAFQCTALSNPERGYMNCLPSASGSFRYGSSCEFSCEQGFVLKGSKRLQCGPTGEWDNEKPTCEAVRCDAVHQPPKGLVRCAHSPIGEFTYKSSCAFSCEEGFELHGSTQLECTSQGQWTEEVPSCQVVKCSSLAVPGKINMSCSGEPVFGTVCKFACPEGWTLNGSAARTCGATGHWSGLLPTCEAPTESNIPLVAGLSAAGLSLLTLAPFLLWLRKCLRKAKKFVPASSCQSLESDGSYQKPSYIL
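System: HUVEC / Compound: single concentration / Signal: immunofluorescence imaging / Read-out: percent E-selectin-positive cells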
ERp5 block = inhibitors of human ERp5 | Q15084 | ERp5 insulin aggregation, absorbance 650 nm, 90 min | inhibition, % at 9.99 µM | 350,000 tested, 0.05% active;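 active = mean replicate inhibition above about 25%, with every replicate also reaching it, limit read from the data, passing the limit was not always enough; inconclusive = only one of those two criteria met; inactive = neither criterion met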
C2C12 statin = suppression of simvastatin myotoxicity. C2C12 myotubes + simvastatin, ATP luminescence, 48 h; scaled: DMSO 0, geranylgeraniol control 100. rescue of ATP level, % at 7.49 µM. 330,000 tested, 0.78% active;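 active = mean ATP rescue above about 67%, or every replicate alone reaching that limit, limit read from the data, passing the limit was not always enough; inconclusive = no clear call, values can overlap the other calls; inactive = mean under the limit and some replicate under it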;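 note: myotubes were challenged with 10 µM simvastatin during compound exposure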
SIRT5 inh = blocks human SIRT5 desuccinylation of peptide; Q9NXA8; Purified SirT5, succinyl-peptide AMC, trypsin-coupled fluorescence; inhibition, % at 15 µM; 330,000 tested, 1.1% active; in the data active = inhibition above about 15%; inconclusive = no clear call, values can overlap the other calls
Target sequence (Q9NXA8 whole entry, looked up): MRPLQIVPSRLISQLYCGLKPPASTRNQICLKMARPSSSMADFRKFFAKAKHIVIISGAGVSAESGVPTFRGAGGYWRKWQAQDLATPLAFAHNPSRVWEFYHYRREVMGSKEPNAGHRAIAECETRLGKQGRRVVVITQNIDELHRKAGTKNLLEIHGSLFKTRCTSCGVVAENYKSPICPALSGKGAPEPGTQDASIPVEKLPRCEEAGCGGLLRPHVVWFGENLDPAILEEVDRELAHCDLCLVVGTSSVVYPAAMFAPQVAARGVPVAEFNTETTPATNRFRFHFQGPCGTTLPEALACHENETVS
PglD DTNB = blocks C. jejuni PglD acetyltransferase activity; purified PglD enzyme, DTNB colorimetric CoA detection; inhibition, % at 12.5 µM; 360,000 tested, 0.098% active; AID 602405; in the data active = inhibition above about 16%, passing the limit was not always enough; inconclusive = no clear call, values can overlap the other calls; note: strong numbers were not always called active
S100A4 MyoIIA = blocks human S100A4 binding to myosin IIA peptide. S100A4/TAMRA-MyoIIA peptide fluorescence polarization. inhibition, % at 10.7 µM. 360,000 tested, 0.14% active. AID 652163;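 active = mean inhibition of at least 70% across replicates, with every replicate also reaching that level; inconclusive = mean inhibition reaches 70% but some replicates fall short; inactive = mean inhibition below 70%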
Target sequence (P26447 whole entry, looked up): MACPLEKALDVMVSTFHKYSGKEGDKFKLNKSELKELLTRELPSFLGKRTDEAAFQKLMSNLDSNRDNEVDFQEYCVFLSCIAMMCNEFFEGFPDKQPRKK
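Material: S100A4 monomer (human). Medium: Calcium-containing HEPES buffer, pH 7.2. Probe or stimulus: labelled myosin peptide probe, 5 nM. Compound dosing: one concentration per compound. Timing: polarization read 5 min after assay mix addition, stable 5–60 min. Benchmarks: DMSO as neutral control, TFP as positive control.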
* hit, by the source's call; ? = inconclusive; nt = not tested or not shown; & = joins results of further samples.

SMILES | DENV2 CPE rescue | E-selectin induc | ERp5 block | C2C12 statin | SIRT5 inh | PglD DTNB | S100A4 MyoIIA
Cc1ccc(Nc2nnc(SCC(=O)N(C)C3CCS(=O)(=O)C3)s2)cc1 (configuration not stated) | 0 | 1.7 | -4 | 3 | nt | -10 | 4
COc1ccc(OCc2nnc(SCC(=O)Nc3ccccc3F)o2)cc1 | 6 | nt | 3 | 4 | -1 | 0 | -1
Cc1ccc(S(=O)(=O)N2CCCN(C(=O)c3ccc(-n4cccn4)cc3)CC2)cc1 | 3 | nt | 0 | 4 | 0 | -1 | -1
COc1ccccc1NC(=S)NC(=O)C1CC1 | -10 | nt | 4 | -7 | -2 | -3 | -1
Cc1ccccc1C(=O)N1CCC(C(=O)NC(C)c2ccc(-n3ccnc3)cc2)CC1 (configuration not stated) | 7 | 0.0 | 1 | -2 | 1 | 0 | -4
N#Cc1ccc(COC(=O)c2ccc(N3CCCC3)c([N+](=O)[O-])c2)cc1 | -3 | nt | 3 | nt | -1 | nt | -3
CC(C)Cc1nnc(NC(=O)c2ccc(-n3cncn3)c([N+](=O)[O-])c2)s1 | -5 | 2.8 | -1 | -1 | -3 | 1 | 3
COc1cccc(OCc2cc(C(=O)N3CCNC(=O)C3Cc3ccccc3)no2)c1 (configuration not stated) | 6 | nt | 2 | 5 | 0 | 0 | 2
CCN(C(=O)CSc1nc2ccccc2c(=O)n1Cc1ccc(C)cc1)C1CCS(=O)(=O)C1 (configuration not stated) | -1 | 0.0 | 7 | nt | 2 | 0 | -5
CC(c1ccco1)N(C(=O)c1ccc(F)cc1)c1ccccn1 (configuration not stated) | -7 | 0.0 | -2 | 13 | 3 | 2 | 3
COc1cccc(C(=O)NCCCNc2nc3cc(C)cc(C)c3cc2C#N)c1 | -7 | -1.1 | 3 | -4 | -7 | nt | -9
COc1ccc(C2CC(c3cccs3)=NN2C(=O)CSc2nnc(N)s2)cc1OC (configuration not stated) | -4 | nt | 3 | 13 | 2 | 1 | 0
CC1(Oc2ccc(CC#N)cc2)CCN(Cc2ccc(-n3ccnc3)cc2)C1 (configuration not stated) | -10 | -0.1 | -4 | -17 | 0 | 0 | 0
COC(=O)[C@H](N[C@H](/C=C/c1ccccc1)[C@@H](O)Cc1ccccc1)c1ccccc1 | 10 | 0.6 | -1 | nt | -1 | nt | -5
CC1(C2CC2)NC(=O)N(CC(=O)Nc2ccccc2-c2ccccc2)C1=O (configuration not stated) | -7 | 1.2 | 4 | -1 | -1 | nt | -1
COc1ccc2c(CN3CCCCC3)cc(=O)oc2c1 | 5 | -0.1 | 4 | 4 | -9 | 0 | -1
O=C(CSc1ccc(-c2cccnc2)nn1)N1CCCC1 | 2 | nt | -10 | nt | -2 | nt | -7
COC(=O)Nc1nnc(-c2ccco2)s1 | 4 | nt | -1 | nt | -2 | 1 | -2
Cc1cccc(-c2cnc(C(O)c3ccc(Cl)cc3C)[nH]2)c1 (configuration not stated) | -7 | -0.3 | -1 | -8 | 3 | -2 | 3
COc1cc(C(CCN2CCCCC2)c2c(OC)cc(OC)c3c(-c4ccccc4)cc(=O)oc23)cc(OC)c1OC (configuration not stated) | 1 | 1.3 | 0 | nt | nt | -2 | -2
O=C(CC1CC1)N1CC(=O)N2[C@H](CO)[C@@H](c3ccc(-c4cccnc4)cc3)[C@H]2C1 | 7 | 0.1 | 11 | nt | -5 | nt | -1
O=C(CSCc1ccc([N+](=O)[O-])cc1)NC1CCCCCC1 | 0 | nt | 4 | nt | -8 | nt | -8
COc1ccc(OC)c2sc(NNC(=O)COc3ccccc3)nc12 | nt | 3.0 | 4 | 16 | nt | 8 | -6
CO[C@@H]1CN(C)C(=O)c2cc(NC(=O)Cc3ccccc3)ccc2OC[C@H](C)N(CC2CC2)C[C@H]1C | -1 | -0.2 | -1 | -5 | -3 | 3 | 3

Entries of single compounds from above. Order of screens: DENV2 CPE rescue | E-selectin induc | ERp5 block | C2C12 statin | SIRT5 inh | PglD DTNB | S100A4 MyoIIA
`COC(=O)Nc1nnc(-c2ccco2)s1` across the screens: 4 | nt | -1 | nt | -2 | 1 | -2
`Cc1cccc(-c2cnc(C(O)c3ccc(Cl)cc3C)[nH]2)c1` (configuration not stated) across the screens: -7 | -0.3 | -1 | -8 | 3 | -2 | 3

Going on with the list.
SMILES | DENV2 CPE rescue | E-selectin induc | ERp5 block | C2C12 statin | SIRT5 inh | PglD DTNB | S100A4 MyoIIA
O=C(CSc1nc2c(c(=O)n1-c1ccc(Br)cc1)SCC2)NCc1ccco1 | 0 | nt | 2 | -4 | -4 | 6 | -9
COc1ccccc1OCCOCCOc1ccc(C)cc1Br | -6 | -2.6 | -4 | nt | 3 | nt | 0
O=C(C[C@H]1CC[C@@H](NC(=O)Nc2ccc3c(c2)OCO3)[C@H](CO)O1)NCc1ccc2c(c1)OCO2 | -7 | 0.3 | 5 | 13 | -1 | -1 | -1
Cc1cccc(Cc2nnc(CCC(=O)N3CCCC(CN4CCOCC4)C3)o2)c1 (configuration not stated) | -5 | -2.0 | 0 | 0 | 4 | -7 | 0
O=C(Nc1ccccc1C(=O)Nc1ccccc1)c1cccs1 | 5 | nt | 0 | 10 | -1 | -5 | -2
O=C(NCCN1CCCCC1)[C@H]1[C@H](CO)[C@H]2Cn3c(cccc3=O)[C@H]2N1Cc1ccccn1 | 3 | -0.2 | -3 | 6 | -5 | -1 | -16
Cc1ccccc1COC[C@H](CC(C)C)N1CCN(C(=O)c2cccc(C(F)(F)F)c2)CCC1=O | -6 | -0.2 | 3 | 3 | nt | 1 | 12
Clc1ccc(-c2[nH]ncc2N=Nc2ccccc2)cc1 | -1 | nt | 2 | -18 | -1 | 1 | -2
COc1ccc(C2/C=C\CN(C(=O)C3CC3)CC(=O)N2Cc2ccc(F)cc2)cc1 (configuration not stated) | ? | -0.2 | 3 | -21 | 1 | -4 | 7
CCSC(=Nc1ccccc1)N1CCOCC1 | -1 | 0.4 | 1 | nt | -3 | -3 | -4
CC(C)(C)CN1CCNC(=O)C1CC(=O)N1CCN(c2ccccc2)CC1 (configuration not stated) | 9 | nt | 4 | 2 | -9 | -2 | 5
COc1ccc(NC(=O)N(C)C[C@H]2OCCCC[C@H](C)Oc3ccc(NS(=O)(=O)c4ccccc4)cc3C(=O)N([C@H](C)CO)C[C@@H]2C)cc1 | 5 | 2.2 | 1 | nt | -4 | 2 | 5
O=C(O)C[C@H]1C[C@@H]2c3cc(NC(=O)C4CCC4)ccc3O[C@@H]2[C@H](CO)O1 | 17 | -0.2 | 6 | -6 | -14 | 1 | 2
CCC(=O)N1C[C@H](C)[C@@H](OC)CN(C)C(=O)c2ccc(NC(=O)c3cnccn3)cc2OC[C@H]1C | 9 | -0.2 | -5 | -5 | 4 | 4 | -28
COc1ccccc1CNCC(=O)Nc1cc(S(=O)(=O)N2CCCCC2)ccc1C | 0 | -0.2 | 2 | -2 | -3 | 3 | -2
O=C(Nc1cccc(NC(=O)c2cccs2)c1)c1ccc2c(c1)OCCO2 | 18 | nt | 3 | nt | -3 | nt | 10
Cc1c(C(=O)N2CCN(c3ccccc3F)CC2)oc2c1C(=O)CC(C)(C)C2 | 0 | nt | 1 | 4 | -4 | 0 | -4
Cc1noc(C)c1NC(=O)N(C)C[C@@H]1Oc2ccc(NC(=O)Nc3ccc(F)cc3)cc2CC(=O)N([C@H](C)CO)C[C@H]1C | -1 | 0.1 | 3 | nt | 2 | nt | -28
COc1cc(OC)cc(C(=O)NC2CCSc3ccccc32)c1 (configuration not stated) | 5 | 1.0 | -2 | 6 | -2 | 0 | -2
COc1ccccc1S(=O)(=O)N1CC[C@@H]2[C@H]1c1cc(-c3cccc(C#N)c3)ccc1N[C@@H]2CO | nt | -0.9 | nt | -77 | nt | 0 | nt
O=C(CNC(=O)Cc1ccccc1)NCc1cccc(C(F)(F)F)c1 | -5 | -0.1 | 1 | 9 | -3 | 6 | 0
COc1cc(NC(=O)CN2C(=O)NC(c3ccccc3)(c3ccccc3)C2=O)c(C)cc1[N+](=O)[O-] | 2 | -2.5 | 3 | nt | -3 | nt | -5
Cc1cccn2c(=O)c3cc(C(=O)NC4CCCC4)c(=N)n(C4CCCCC4)c3nc12 | 10 | 1.7 | 2 | -53 | nt | 5 | 1
Cn1nc(C(F)(F)F)c(CO)c1Sc1ccc(F)cc1 | 1 | nt | 4 | nt | 0 | nt | 2
Cc1nc(SCc2nc3c(O)cccc3[nH]2)c2oc3ccccc3c2n1 | ? | -0.8 | -3 | 7 | nt | 1 | -2
CN(C)C(=O)C[C@H]1C[C@H]2c3cc(NC(=O)Nc4ccc(F)cc4)ccc3O[C@H]2[C@H](CO)O1 | 1 | 2.8 | 2 | 6 | -1 | -1 | -1
Cc1ccc(NC(=O)CCC(=O)Nc2ccc(C)cc2)cc1 | -5 | -0.2 | 1 | -6 | 1 | -9 | -1
Fc1cccc(F)c1/C=N/NC(=S)Nc1cccnc1 | 5 | nt | -1 | nt | -2 | nt | -1
CC1CC1C(=O)Nc1cc(C(F)(F)F)ccc1N1CCOCC1 (configuration not stated) | -4 | nt | 10 | nt | -10 | -1 | 1
C=CCNc1ncnc2c1cnn2-c1cccc(C)c1 | -1 | -1.7 | 3 | -17 | -2 | 2 | -1
NC(=O)c1cc(S(=O)(=O)Nc2cccc(Cl)c2)cs1 | -7 | 1.6 | 4 | 8 | -3 | -3 | -3
CCC(=O)N(C)C[C@@H]1Oc2ncc(-c3ccc(F)cc3)cc2C(=O)N([C@@H](C)CO)C[C@@H]1C | -4 | -0.3 | -1 | 8 | 24* | -8 | 3
CCC(C)(C)n1nnnc1C(c1cccs1)N1CCc2ccccc21 (configuration not stated) | 4 | nt | 0 | nt | 4 | nt | 4
CO[C@H]1CN(C)C(=O)c2ccc(NC(C)=O)cc2OC[C@@H](C)N(Cc2cc(F)ccc2F)C[C@@H]1C | 3 | -0.2 | -3 | -4 | 1 | -2 | -7
O=C(C[n+]1ccc(C(=O)N/N=C/c2ccc(OCc3ccccc3)cc2)cc1)c1ccccc1 | -5 | nt | -3 | -5 | 0 | -1 | 2
O=[N+]([O-])c1cc(CSC2=NCCN2)ccc1O | 2 | nt | -2 | nt | -2 | -1 | 0
CN(C)C(CNc1ccc(C(F)(F)F)cc1[N+](=O)[O-])c1ccccc1 (configuration not stated) | 1 | 0.1 | 3 | -8 | -4 | 1 | 3
Cc1noc(C)c1NC(=O)N(C)C[C@@H]1Oc2ncc(C#CCN(C)C)cc2C(=O)N([C@H](C)CO)C[C@@H]1C | -5&-4 | 0.2 | 0&1 | -12&12 | -3&-6 | 1&-2 | 9&0
CCc1ccc(OC2(C)CCN(Cc3ccccc3OC(F)F)C2)cc1 (configuration not stated) | ? | nt | -3 | -2 | -1 | 4 | -5
Cc1ccc2c(Cl)cc(Cl)c(OCC(=O)N3CCOCC3)c2n1 | 2 | nt | 2 | 21 | 4 | -4 | -3
CO[C@H]1CN(C)C(=O)c2ccc(NC(=O)C3CC3)cc2OC[C@H](C)N(C(C)=O)C[C@H]1C | 18 | 0.1 | 1 | -5 | -1 | 1 | -10
Cc1noc(C)c1S(=O)(=O)Nc1ccc2c(c1)C(=O)N([C@@H](C)CO)C[C@@H](C)[C@@H](CN(C)C)O2 | 1 | 5.0 | 0 | 0 | -1 | -2 | 1
CO[C@H]1CN(C)C(=O)c2cc(NS(=O)(=O)c3ccccc3)ccc2OC[C@H](C)NC[C@@H]1C | 27* | 0.2 | -5 | -9 | nt | 0 | -2

The list is partial; the hit share may differ from the screen's.
